ALOX12 inh – ALOX12 (human) lipoxygenase inhibition; P18054; purified 12hLO, xylenol orange hydroperoxide absorbance; Potency, µM (top dose mostly 108 µM), for inactives: top-dose activity change, negative = inhibition, actives largely listed as inhibitors; 580,000 tested, 1.1% active; AID 1671190; active = well fitted inhibition curve with a large enough effect; inconclusive = small, poorly fitted or top-dose-only effect, or another doubt; inactive = no such curve, though single readings can be large or run the other way; also: potency is read from the fitted curve at half-maximal effect
Target sequence (P18054 whole entry, looked up): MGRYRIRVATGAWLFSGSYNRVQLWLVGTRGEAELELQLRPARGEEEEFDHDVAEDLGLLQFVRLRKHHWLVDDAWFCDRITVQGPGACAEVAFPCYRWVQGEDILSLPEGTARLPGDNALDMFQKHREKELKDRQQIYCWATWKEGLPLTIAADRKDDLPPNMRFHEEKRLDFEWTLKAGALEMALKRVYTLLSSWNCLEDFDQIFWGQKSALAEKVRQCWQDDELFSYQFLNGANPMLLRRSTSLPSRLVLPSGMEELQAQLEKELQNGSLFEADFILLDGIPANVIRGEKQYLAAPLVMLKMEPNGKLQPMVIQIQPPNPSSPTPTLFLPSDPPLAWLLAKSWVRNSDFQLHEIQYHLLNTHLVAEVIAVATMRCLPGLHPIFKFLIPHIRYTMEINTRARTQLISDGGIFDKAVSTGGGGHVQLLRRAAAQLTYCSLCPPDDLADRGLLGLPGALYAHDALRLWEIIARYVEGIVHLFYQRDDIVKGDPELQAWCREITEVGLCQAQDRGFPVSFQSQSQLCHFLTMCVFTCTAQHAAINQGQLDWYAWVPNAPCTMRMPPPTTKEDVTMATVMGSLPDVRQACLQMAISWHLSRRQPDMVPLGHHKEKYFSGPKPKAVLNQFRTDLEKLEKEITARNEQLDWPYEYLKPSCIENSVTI
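Purified human 12hLO at 150 nM in 25 mM Hepes, 0.01% Triton X-100, pH 7.0, preincubated 15 min at room temperature with compound. Reaction started with 40 uM arachidonic acid, 30 min at room temperature. Hydroperoxide measured by Fe-xylenol orange, 573/405 nm absorbance ratio.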
LDHA inh – blocks human lactate dehydrogenase A; 480,000 tested, 0.15% active; purified LDHA, NADH/diaphorase-resazurin fluorescence; active compounds read low; activity change, % (values are at about 110 or 230 µM); in the data active = activity change below about -30%; inconclusive = mostly about -25% to -30%;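 also: plate controls were DMSO wells for no effect and wells without enzyme for full effect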
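Remaining NADH was detected by diaphorase (0.133 mg/mL) converting 37 µM resazurin to fluorescent resorufin, read at 0 and 20 minutes. The preceding 5-minute room-temperature reaction used 2 nM LDHA, 0.2 mM sodium pyruvate and 0.06 mM NADH at pH 7.4.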
* marks the source's active call; other numbers are inactive results; ? = inconclusive; [ ] = dose if it differs, or a comment. Unless noted, % is scaled to controls: 0 for no effect and ±100 for the full control effect. Only part of the results is shown; rates above refer to the full screens.

Molecule | ALOX12 inh | LDHA inh
CC1CCN(Cc2ccc(CNc3ccc(C#N)cn3)cc2)CC1 | -11% | 4
COC(=O)COc1ccc2c(=O)c(-c3ccccc3)c(C(F)(F)F)oc2c1 | 11% | 10
CCOC(=O)c1oc2cc(OCC(=O)OC(C)C)ccc2c(=O)c1-c1ccccc1OC | -6% | 3
O=C(Nc1c(NC2CCCCC2)c2ccccc2oc1=O)c1cccc(Cl)c1 | -11% | -9
O=C1c2ccccc2C(Nc2cc(Cl)cc(Cl)c2)N1c1cccnc1 (stereo unspecified) | 27% | -6
C[N+]1(CC#Cc2ccccc2)CCC(c2ccccc2)(c2ccccc2)CC1 | ? | 5
Cc1cnc(C(=O)Oc2ccc(Br)cc2)cn1 | 16% | 0
C/C(=N/Nc1ccccc1)c1ccc(Cl)s1 | 5µM* | -1
CCS(=O)(=O)CC(=O)NC(C)c1ccc(OCCC(C)C)cc1 (stereo unspecified) | -3% | -11
COc1ccccc1NC(=O)CSc1nc2ccccc2c(=O)n1CCn1cc(Cl)cn1 | ? | 6
CC(C)CN(CC(=O)NC(=O)NC(C)C)C1CC1 | 5% | -3
N#Cc1nc(-c2ccccc2)oc1N1CCN(Cc2ccccc2)CC1 | -11% | -3
Cn1nnnc1SC1=CS(=O)(=O)c2ccccc21 | -10% | 6
CCc1c(C)sc(NC(=O)CCCl)c1C#N | ? | 9
COc1ccc(-c2noc(CSc3nc4ccc(Cl)cc4o3)n2)cc1 | -5% | 1
COCCn1c(Cc2ccc(OC)c(OC)c2)n[nH]c1=S | ? | 13
CC(C)(C)NC(=O)CNc1nc(C(F)(F)F)nc2ccccc12 | 31% | 0
N#C/C(=C(\O)CCCl)c1ccccn1 | -40% | 16
Cn1c(=O)c2c(nc(CN3CCCCC3)n2CC(N)=O)n(C)c1=O | ? | -13
O=C(CCC(=O)c1cccs1)OC1CCOC1=O (stereo unspecified) | 20% | 11
CCNC(=S)Nc1ccc(C)cc1Cl | -14% | 11
O=C(CSc1ncc(-c2ccccc2)o1)Nc1ccc(F)cc1F | -24% | -1
CC(Oc1ccc(C(=O)/C=C/c2ccsc2)cc1)C(=O)O (stereo unspecified) | ? | 5
CC(CNC(=O)c1nnc(C(=O)Nc2cccc(Cl)c2)s1)c1ccccc1 (stereo unspecified) | -5% | 4
FC(F)(F)c1ccccc1N/N=C1/CCCc2ccccc21 | ? | -3
Cc1ccc(C(=O)Nc2c(C)ccc3nsnc23)c(Cl)c1 | -17% | 4
O=C(O)c1cccc(OCc2cccc(Cl)c2)c1 | -5% | -8
CCOC(=O)Oc1ccc2c(=O)c(Oc3cccc(C)c3)c(C(F)(F)F)oc2c1 | ? | 3
Cc1ccc(NC(=O)CNc2nc(Nc3ccc(C)cc3)nc(Nc3ccc(C)cc3)n2)cc1 | ? | 7
Cc1ccc(NC(=O)COc2ncnc3ccc(Br)cc23)c([N+](=O)[O-])c1 | ? | -3
Cn1cc(C(=O)N2CCN(Cc3ccc4c(c3)OCCO4)CC2)c(-c2ccc3c(c2)OCCCO3)n1 | 10% | 8
O=C(c1ccc(Cl)s1)N1CCN(c2cccc(C(F)(F)F)c2)CC1 | 11% | 8
CCNc1c(NC(=O)c2ccc(C(C)(C)C)cc2)c(=O)oc2ccccc12 | -18% | -2
O=C(CC(c1ccc(F)cc1)N1Cc2ccccc2C1=O)NCc1ccc(F)cc1 (stereo unspecified) | 16% | -1
CCOc1ccc(C(=O)NCC(=O)O)cc1OCC | 51%[activator] | 4
CC(=O)c1cccc(NC(=O)c2ccccc2CSc2nc3ccccc3o2)c1 | -2% | -5
CC1(C)CC(NC(=O)Nc2ccc(OCC(F)(F)F)cc2)CC(C)(C)N1 | 0% | 0
COc1ccc(-c2nn(C)c(=O)c3ccccc23)cc1NC(=O)COc1cccc(C)c1 | 6% | -8
OC12CC3CC(C1)CC(NCc1ccccc1)(C3)C2 | -20% | 5
Cc1nc(-c2ccncc2)[nH]c(=O)c1CC(=O)N(C)C1CCCCC1 | -27% | 4
CCOC(=O)C(=O)Nc1ccc(O)c(C(=O)OC)c1 | 17% | 4
CCOC(=O)CSc1nc2ccccc2c(=O)n1-c1ccccc1OC | ? | 8
O=C(c1ccccc1F)N1CCN(Cc2c[nH]c3ccccc23)CC1 | ? | -4
CN(C(=O)Cn1nc(-c2ccc(Br)cc2)ccc1=O)C1CCCCC1 | -39% | 2
CCc1cc(=O)oc2cc(OCC(=O)NCCc3ccc(S(N)(=O)=O)cc3)ccc12 | 21% | -1
Cn1cc(C(C(=O)O)N2CCN(C(c3ccccc3)c3ccccc3)CC2)c2cc(C(=O)O)ccc21 (stereo unspecified) | -7% | 3
CNC(=O)CN1c2ccc(F)cc2-c2ccccc2S1(=O)=O | 28% | 0
CCCSc1ncc(Cl)c(C(=O)Nc2cccc(C(F)(F)F)c2)n1 | 3% | 14
O=C(CCS(=O)(=O)C1CCCC1)NCC1CN(Cc2ccccc2)CCO1 (stereo unspecified) | 9% | 5
CC(C)c1nc(N2CCN(C(=O)C(=O)NCCO)CC2)c(C#N)c2c1CCCC2 | 23% | 5

Remaining list, next part.
Molecule | ALOX12 inh | LDHA inh
COc1ccc(C)cc1CCNC(=O)c1ccc(NC(=O)CC2SC(N3CCCC3)=NC2=O)cc1 (stereo unspecified) | ? | 13
CC(OC(=O)Cn1[nH]c(=O)c2ccccc2c1=O)C(=O)Nc1ccccc1F (stereo unspecified) | ? | 11
Cc1ccc(C2C3=C(CCCC3=O)Nc3[nH]n(-c4ccccc4)c(=O)c32)cc1 (stereo unspecified) | ? | -11
CC(=O)c1cccc(NC(=S)NCCSc2ccc(Cl)cc2)c1 | ? | 16
COc1ccc(C2=C(O)C(=O)N(c3ccc(OC)cc3)C2c2cccc(Br)c2)cc1 (stereo unspecified) | 66%[activator] | 0
O=C(NCc1cccc(Cl)c1)C(=O)Nc1cccc(O)c1 | -15% | -2
CCCCCc1ccc(-c2ccc(C3=CC(=O)C(CCC)CC3)cc2)cc1 (stereo unspecified) | -16% | -7
NC(=O)CSc1ccc(C(F)(F)F)cn1 | -4% | 8
CCOC(=O)c1c(C)[nH]c(C(=O)OCC(=O)OC)c1C | 3% | 4
Clc1ccc(/C=N/N=C(c2ccccc2)c2ccccc2)c(Cl)c1 | 8% | 5
CNC(=O)CSc1nc2c(c(C(F)(F)F)c1C#N)CCCC2 | 5% | 3
CCCc1c(-c2ccccc2F)ncn1Cc1ccccc1OC | -27% | -3
Cc1ccc(NC(=O)CC2Sc3ccc(C(F)(F)F)cc3NC2=O)cc1Cl (stereo unspecified) | ? | 2
CCCCn1c(N)c(N(CCOC)C(=O)c2cccc(OC(F)F)c2)c(=O)[nH]c1=O | 21% | 0
COc1ccc(C2CC(=O)c3c(C)nc(Nc4ccc(F)cc4)nc3C2)c(OC)c1 (stereo unspecified) | -28% | 11
COCCn1c(-n2nc(C)cc2C)nc2c1c(=O)n(Cc1cccc(Cl)c1)c(=O)n2C | -13% | 0
CC(C)(C)c1ccc(C(CC(=O)O)NC(=O)c2cccc(F)c2)cc1 (stereo unspecified) | -4% | 2
COc1cc(O)c2c(c1)/C=C/CCC/C(=N\O)CCC[C@H](C)OC2=O | -53% | 14
CCC(CC)NC(=O)CSc1ncc(-c2ccc(F)cc2)o1 | 4% | 0
Cc1ccccc1Cn1nc(C)c(NC(=O)Nc2cccc(F)c2)c1C | 11% | 9
CN(Cc1ccc(-c2ccc(Cl)cc2)o1)C(=O)CNC(=O)c1ccc(F)cc1 | -19% | 7
CC(=O)N1CCN(C(=O)CCC(=O)N2CCC(c3noc4cc(F)ccc34)CC2)CC1 | 15% | 1
Cc1ccc(C)c(NC(=O)CSCc2cc(C)no2)c1 | -26% | -7
CSCCC(=O)N1CCN(c2oc(-c3ccco3)nc2C#N)CC1 | ? | 9
CCCCn1c(N)c(N(Cc2ccco2)C(=O)c2cccnc2OCC)c(=O)[nH]c1=O | ? | 1

Molecules above with a COOH group, in the order listed:
Molecule | ALOX12 inh | LDHA inh
CC(Oc1ccc(C(=O)/C=C/c2ccsc2)cc1)C(=O)O (stereo unspecified) | ? | 5
O=C(O)c1cccc(OCc2cccc(Cl)c2)c1 | -5% | -8
CCOc1ccc(C(=O)NCC(=O)O)cc1OCC | 51%[activator] | 4
Cn1cc(C(C(=O)O)N2CCN(C(c3ccccc3)c3ccccc3)CC2)c2cc(C(=O)O)ccc21 (stereo unspecified) | -7% | 3
CC(C)(C)c1ccc(C(CC(=O)O)NC(=O)c2cccc(F)c2)cc1 (stereo unspecified) | -4% | 2

Following part
Molecule | ALOX12 inh | LDHA inh
COc1ccccc1C(C)N(C)C(=O)CCn1ccc2ccccc21 (stereo unspecified) | ? | -24
CC(CN1CCCCC1)OC(=O)c1ccc(C(C)(C)C)cc1 (stereo unspecified) | ? | 8
c1coc(C(CNC2CCCC2)N2CCCC2)c1 (stereo unspecified) | ? | 1
COc1ccc(-n2[nH]c3cc(=O)n(Cc4ccccc4)c(C)c3c2=O)cc1 | ? | 7
CC(C)(C)c1ccc(Nc2ccc(C(C)(C)C)cc2)cc1 | -38% | 4
Cc1ccc(/C=N/NC(=O)C(c2ccccc2)c2ccccc2)s1 | -3% | 6
N#Cc1cccc(C(=O)Nc2ccc(Cl)c(C(F)(F)F)c2)c1 | ? | -18
O=C(Nc1nc(C23CC4CC(CC(C4)C2)C3)cs1)c1ccc(=O)[nH]c1 | 20% | -4
Cc1ccc(S(=O)(=O)Nc2ccc3oc(C)nc3c2)c(C)c1 | ? | -3
Cc1ccccc1OCc1nc(C#N)c(NCCN2CCOCC2)o1 | ? | 1
Clc1cccc(Cc2c(C3CCCCC3)nc3c4ccccc4ccn23)c1 | ? | 1
CCCCC(=O)Nc1ccc2nc(N3CCN(C(=O)OCC)CC3)cc(C(=O)O)c2c1 | -81% | 40
COc1ccc(Nc2nc(Cl)nc(Nc3cccc([N+](=O)[O-])c3)n2)cc1 | ? | 6
Cc1cc(/C=C(\C#N)c2nc3ccccc3[nH]2)cc2c1OC(C)C2 (stereo unspecified) | -5% | 3
Cc1ccc(C(=O)C(=O)O)cc1 | ? | 6
CCOCCCNc1oc(-c2ccc(S(=O)(=O)N3CCC(C)CC3)cc2)nc1C#N | -30% | -10
CC(NCCc1ccccc1)C(C)C(c1ccccc1)c1ccccc1 (stereo unspecified) | -3% | 3
Cc1cccc(C)c1NC(=O)C1c2ccccc2OCC(=O)N1CC(F)(F)F (stereo unspecified) | ? | -1
CN(Cc1ccc(-c2ccc(Cl)cc2)o1)C(=O)CNC(=O)c1ccc(Cl)cc1Cl | -30% | -4
CCc1ccc(/C=N/Nc2ccc(S(=O)(=O)Nc3ccc(C)cc3C)cc2[N+](=O)[O-])cc1 | -45% | -13
CCCc1ccc(OCC)c(-c2csc(N)n2)c1 | ? | 9
Cc1nc2c(C(=O)NC3CCCC3)cnn2c(C)c1Cc1ccccc1Cl | -21% | 0
CCNC(=O)COc1ccc(NC(=O)c2nn(CC)c(=O)c3ccccc23)cc1 | 40% | 9
CSc1ccc(/C=C(/C#N)C(=O)C(C)(C)C)cc1 | -5% | 4
C=C(C)CN1CCC(CC(N)=O)CC1 | -30% | -1
O=C(COc1ccc(Cl)cc1)NCc1ccc(-c2nn3cnnc3s2)cc1 | 4% | 9
CCC(C)(CC(=O)O)CC(=O)O | 6% | 2
Cc1sc(/N=C/c2ccccc2Cl)c(C#N)c1C | -34% | -1
FC(F)(F)c1ccc(CSc2c[nH]c3ccccc23)cc1 | ? | 8
O=C(Nc1ccc2oc(-c3cccnc3)nc2c1)c1cc(Cl)ccc1Cl | 30% | -10
Cc1cc(/C=C/C(=O)c2ccc(F)cc2)cc(C)c1O | 45µM* | 15
O=C(CSc1nc(-c2ccc(F)cc2)cs1)NC1CCCCC1 | -29% | 8
Cc1ccc(NC(=O)c2cc(-c3cccnc3)nc3ccccc23)cc1 | -40% | 3
CC(=O)c1c(C)n(-c2ccccc2C)c2ccc(O)cc12 | ? | 7
COc1ccc(C23CC4CC(CC(C(=O)N(C)Cc5ccc(OC)c(OC)c5)(C4)C2)C3)cc1 | 25% | -2
CCn1nc(C(=O)Nc2nc3c(s2)CCC3)c2ccccc2c1=O | -5% | -6
COCCN(Cc1ccco1)C(=O)Cn1nc(Cc2cccnc2)c2ccccc2c1=O | -4% | -3
N#Cc1ccc(/C=N/Nc2ccc(S(N)(=O)=O)cc2[N+](=O)[O-])cc1 | -7% | 7
COC(=O)c1ccc(COC(=O)C2(c3ccccc3)CC2)cc1 | -4% | 8
Cc1cc(OCC(=O)Nc2ccc(NC(=O)C3CC3)cc2C(F)(F)F)ccc1Cl | 15% | -1
N#Cc1ccc(C(=O)Nc2ccccc2C(=O)NCCc2ccccc2)cc1 | 2% | 0
CCCCn1nc(C(=O)NC2CCS(=O)(=O)C2)c2ccccc2c1=O (stereo unspecified) | -3% | 8
CCCC(C)NC(=O)c1cccc(C#N)c1 (stereo unspecified) | -13% | 4
CCc1ccc(C(=O)COC(=O)c2ccc3cc(OC)ccc3c2)s1 | 49%[activator] | -1
C=CCNC(=O)C(C#N)c1nc2ccccc2nc1N1CCCCC1 (stereo unspecified) | ? | -3

For convenience, 2 of the compounds above.
Molecule | ALOX12 inh | LDHA inh
CCS(=O)(=O)CC(=O)NC(C)c1ccc(OCCC(C)C)cc1 (stereo unspecified) | -3% | -11
COc1ccccc1NC(=O)CSc1nc2ccccc2c(=O)n1CCn1cc(Cl)cn1 | ? | 6
